esBAF inh: SWI/SNF esBAF complex inhibition | AID 602393 | 350,000 compounds, 2% hits | reporter increase, % at 12.5 µM | mouse ES cells, Bmi1-luciferase knock-in reporter, 24 h; 100% = twice the neutral-well signal; in the data active = activation above about 40%; inconclusive = no clear call, values can overlap the other calls;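 also: 0% = median of the plate's neutral control wells and 100% = double that signal; a rise in the Bmi1 reporter signal indicates esBAF inhibition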
FN deposit inh: fibronectin deposition inhibition. AH1F fibroblasts, Alexa488-fibronectin deposition fluorescence, overnight. inhibition, % at 12.6 µM. 350,000 compounds, 0.086% hits. AID 743247;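 active = mean inhibition across replicates of 30% or more, regardless of how many single replicates reach that level; inconclusive = mean under 30% yet at least half of replicates reach 30%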;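 also: positive control wells lacked labelled fibronectin entirely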
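Measured by – fluorescence 485/525 nm · System – AH1F fibroblast monolayer, labelled fibronectin deposition · Amount – 10000 cells per well · Buffer or medium – serum-reduced DMEM (2% serum) · Doses – single dose, pinned · Also added – fluorescent fibronectin at 24 nM final · Schedule – 1 h cell attachment, overnight exposure to compound and label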
Xi reactivation: reactivates the inactive X chromosome in mouse fibroblasts. 360,000 compounds, 0.055% hits. XiGFP mouse fibroblasts, % GFP-positive cells imaging, 3 d; cells co-treated with 5-aza-dC sensitizer; scaled so ellipticine positive control = 100%. activation, % at 7.58 µM;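 active = mean normalized replicate activation at least 10% and every replicate at or above 10%; inconclusive = only one of the two criteria met; inactive = mean below 10% and not all replicates reach 10%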;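 also: 0% = median of on-plate neutral control wells and 100% = ellipticine 6 µM median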
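Material: XiGFP fibroblasts, SV40-immortalized; Buffer or medium: DMEM containing 5-aza-dC; Compound dosing: single point; Times: 3 days compound exposure.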
RAD54 branch: blocks human RAD54 Holliday junction branch migration. Q92698. FAM/BHQ fluorescence. inhibition, % at 10.4 µM. 360,000 compounds, 0.14% hits. AID 602329;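 active = mean normalized replicate activity at least 40 and at least half of replicates scoring 40 or more; inconclusive = only one of the two criteria met; inactive = mean below 40 and under half of replicates reaching 40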;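 also: 0% = median of neutral control wells and 100% = median of positive control wells; inhibitors cause a drop in the FAM fluorescence signal; in these data hits start at about 50%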
EWS-Fli inh: inhibitors of EWS/Fli oncoprotein transcriptional activity; 350,000 compounds, 0.67% hits; inhibition, % at 12.6 µM; AID 651661; A673 NR0B1-luciferase reporter, viability-normalised;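 active = mean inhibition of at least 50% after viability correction, with every replicate also passing that limit; inconclusive = mean reaches 50% but only one of two replicates passes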;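 also: firefly luciferase signal divided by Alamar Blue viability fluorescence both relative to DMSO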
S100A4 MyoIIA: S100A4-myosin IIA interaction inhibition; P26447; S100A4/TAMRA-MyoIIA peptide fluorescence polarization; inhibition, % at 10.7 µM; 360,000 compounds, 0.14% hits; AID 652163;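 active = mean inhibition of at least 70% across replicates, with every replicate also reaching that level; inconclusive = mean inhibition reaches 70% but some replicates fall short; inactive = mean inhibition below 70%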
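Assay system: human S100A4 monomer with TAMRA-labelled myosin IIA peptide / Buffer or medium: Calcium-containing HEPES buffer, pH 7.2 / Reagent: TAMRA-labelled myosin IIA heavy-chain peptide probe, 5 nM / Compound: one dose per compound / Timing: polarization read 5 min after assay mix addition, stable 5–60 min / Benchmarks: neutral control DMSO, positive control TFP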
RAD52 anneal inh: RAD52 (human) annealing inhibition. recombinant RAD52 DNA annealing, FRET fluorescence. 360,000 compounds, 0.46% hits. inhibition, % at 18.7 µM. P43351. AID 651710;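 active = every replicate showing at least 50% inhibition; inconclusive = mean inhibition at least 50% but not in every replicate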
Target sequence (P43351 whole entry, looked up): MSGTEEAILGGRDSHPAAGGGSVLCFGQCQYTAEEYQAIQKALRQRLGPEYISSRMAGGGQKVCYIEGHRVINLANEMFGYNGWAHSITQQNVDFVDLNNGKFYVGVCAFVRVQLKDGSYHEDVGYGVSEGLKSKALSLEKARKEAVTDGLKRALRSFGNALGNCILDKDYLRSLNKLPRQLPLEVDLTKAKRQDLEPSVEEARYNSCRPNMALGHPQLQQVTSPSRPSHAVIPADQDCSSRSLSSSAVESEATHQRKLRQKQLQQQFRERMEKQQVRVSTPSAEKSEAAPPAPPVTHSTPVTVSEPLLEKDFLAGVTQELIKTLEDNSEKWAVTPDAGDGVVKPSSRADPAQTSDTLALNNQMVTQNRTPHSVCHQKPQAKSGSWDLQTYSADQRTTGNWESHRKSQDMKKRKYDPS
E-sel inducer: E-selectin induction on HUVECs. P16581. HUVEC E-selectin immunofluorescence imaging; normalized: neutral wells 0, TNF-alpha wells 100. activation, % at 7.58 µM. 260,000 compounds, 0.37% hits;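 active = mean E-selectin-positive cell signal at least 10% of the positive control, reached in at least 60% of replicates, without over 20% cell loss; inconclusive = no rule given, readout overlaps actives, possibly toxicity-flagged; inactive = the rest, including those meeting only one limit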;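 also: in these data hits start at about 27%; measured in HUVEC primary endothelial cells; signal is the percent of cells scored E-selectin positive by PE staining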
Target sequence (P16581 whole entry, looked up): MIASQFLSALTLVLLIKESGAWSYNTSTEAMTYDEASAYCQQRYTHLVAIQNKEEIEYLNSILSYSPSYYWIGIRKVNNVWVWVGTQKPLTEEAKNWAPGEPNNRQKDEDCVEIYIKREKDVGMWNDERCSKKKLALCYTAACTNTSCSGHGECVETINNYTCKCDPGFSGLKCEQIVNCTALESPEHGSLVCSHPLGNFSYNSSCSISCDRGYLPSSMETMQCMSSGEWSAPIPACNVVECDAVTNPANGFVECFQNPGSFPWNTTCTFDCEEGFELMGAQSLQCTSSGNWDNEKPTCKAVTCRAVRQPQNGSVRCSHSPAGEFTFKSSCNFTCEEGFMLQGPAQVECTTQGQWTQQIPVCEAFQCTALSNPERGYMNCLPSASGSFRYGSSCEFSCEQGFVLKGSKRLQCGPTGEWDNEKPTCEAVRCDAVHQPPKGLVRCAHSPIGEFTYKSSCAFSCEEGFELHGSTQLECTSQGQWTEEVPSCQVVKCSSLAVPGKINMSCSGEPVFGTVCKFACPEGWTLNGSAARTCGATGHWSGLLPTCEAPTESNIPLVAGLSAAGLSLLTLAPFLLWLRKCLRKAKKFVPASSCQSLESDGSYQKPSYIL
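Test system: HUVEC | Signal: Immunofluorescence imaging | Read-out: Percent E-selectin-positive cells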
* = called active by the depositor; ? = inconclusive; / = no result given.

SMILES	esBAF inh	FN deposit inh	Xi reactivation	RAD54 branch	EWS-Fli inh	S100A4 MyoIIA	RAD52 anneal inh	E-sel inducer
CN(C)CC(=O)N[C@@H]1C=C[C@H](CC(=O)O)O[C@H]1CO	/	-5	0.2	/	-8	-5	4	0.6
O=C(Nc1ccccc1)C1Cc2c(-c3ccc(Cl)cc3)ccnc2O1 (stereo not given)	-1	-2	0.1	1	2	1	-7	0.0
Cc1cc(C)n2nc(C(=O)OC(C)C(=O)c3cc(C)c(C)cc3C)nc2n1 (stereo not given)	-14	2	-0.1	5	-3	-2	-11	/
Fc1ccccc1CNc1ccc(Cl)cc1	10	/	/	1	-48	-9	1	/
C/C(=N\O)c1cc(Cl)ccc1O	4	8	0.1	0	-9	2	-17	0.2
C[C@@H]1CN([C@H](C)CO)C(=O)Cc2cc(NC(=O)Nc3ccc(F)cc3)ccc2O[C@H]1CN(C)C(=O)Nc1ccc(F)cc1	-1	/	0.1	13	-2	-3	-8	1.1
O=C(c1cnc2ccc3ccccc3c2c1)c1cc(F)ccc1O	/	5	0.3	/	44	5	-7	/
Cn1nccc1C(=O)Nc1cccc(S(=O)(=O)N2CCOCC2)c1	-3	/	0.4	9	/	-2	-10	0.2
O=[N+]([O-])c1cccnc1-n1cnc2ccccc21	/	4	0.0	/	9	6	-22	-0.9
CCOc1ccc2nc(N3CCCC(C(=O)NCC4CCCO4)C3)sc2c1 (stereo not given)	26	5	0.0	/	-60	-2	-5	0.0
COc1ccccc1NC(=O)CSc1nc2ccccc2c(=O)n1C	-4	4	0.0	12	14	-3	-15	/
CC(=O)N1CCN(C(=O)c2ccc(NS(=O)(=O)c3ccc(Cl)c(Cl)c3)cc2)CC1	1	-1	-0.1	-4	-3	-2	-3	1.2
O=C(Cc1cccnc1)N1CC(=O)N2[C@H](C1)[C@H](c1ccc(/C=C/c3ccccc3)cc1)[C@@H]2CO	/	21	0.0	/	0	4	-9	0.3
COc1ccc(OC)c(NC(=O)Nc2nnc([C@@H]3O[C@H](CO)[C@@H](O)[C@H]3O)s2)c1	-1	-6	-0.1	1	4	-1	-17	1.2
CC1CCCC(NC(=O)CSc2cccc[n+]2[O-])C1C (stereo not given)	-6	-8	?	-4	1	4	-9	/
COc1ccc(COC(=O)C2CC(=O)N(Cc3ccccc3)C2)cc1 (stereo not given)	-3	-8	0.2	1	3	18	-3	-0.3
CC(C)CN(C(=O)CN1CCN(c2ccc([N+](=O)[O-])cc2)CC1)c1c(N)n(CC(C)C)c(=O)[nH]c1=O	-3	3	-0.2	2	5	-2	-14	1.6
Cc1cccc(C)c1NC(=O)Cn1nnc(-c2ccc(CN3CCC(C)CC3)cc2)n1	0	-11	1.8	2	-1	-2	-10	-1.4
Cc1cc(C(=O)OCC(=O)NC2CCCC2)c2ccccc2n1	4	0	0.3	-11	-4	-3	-6	/
O=C(O)CC/C(=C\c1ccccc1[N+](=O)[O-])c1nc2ccccc2s1	-1	5	0.4	2	9	3	-8	-0.1
CCOc1ccc(-c2c(C)n([O-])c3c([n+]2=O)CCCCC3)cc1	-1	2	-0.1	4	2	3	-12	5.8
COC(=O)c1ccccc1S(=O)(=O)N1CCC(C(=O)NC2CCCCC2C)CC1 (stereo not given)	8	1	0.5	16	6	-2	-7	0.5
COc1ccc(S(=O)(=O)N2CCCCC2C)cc1 (stereo not given)	-1	2	0.1	3	-44	-2	5	0.0
C=CCn1c(C)cc(C(=O)Cn2ncc(Cl)c(Cl)c2=O)c1C	/	9	2.0	-6	55*	3	-5	/
COc1ccc2nc(N(CCN(C)C)C(=O)c3ccc4ccccc4c3)sc2c1	-1	7	0.1	9	-3	0	54*	/

Structural class, the entries above with fluorine (3)
SMILES	esBAF inh	FN deposit inh	Xi reactivation	RAD54 branch	EWS-Fli inh	S100A4 MyoIIA	RAD52 anneal inh	E-sel inducer
Fc1ccccc1CNc1ccc(Cl)cc1	10	/	/	1	-48	-9	1	/
C[C@@H]1CN([C@H](C)CO)C(=O)Cc2cc(NC(=O)Nc3ccc(F)cc3)ccc2O[C@H]1CN(C)C(=O)Nc1ccc(F)cc1	-1	/	0.1	13	-2	-3	-8	1.1
O=C(c1cnc2ccc3ccccc3c2c1)c1cc(F)ccc1O	/	5	0.3	/	44	5	-7	/

Other structures.
SMILES	esBAF inh	FN deposit inh	Xi reactivation	RAD54 branch	EWS-Fli inh	S100A4 MyoIIA	RAD52 anneal inh	E-sel inducer
C=CCNC(=O)C(=O)NCC1CCCN1CC (stereo not given)	-9	-4	0.1	/	-3	3	-15	1.0
Cc1cc(Cl)ccc1C(=O)C1CCCN(C(=O)c2cscn2)C1 (stereo not given)	4	-1	0.3	-5	6	-7	-8	-0.1
CCN1CCC(N2CCN(c3ccccc3OC)CC2)CC1	-6	-148	0.1	-4	14	-1	-2	/
O=C(NNC(=O)c1ccccc1Cl)c1ccccc1Cl	/	-10	?	-10	-11	-4	-14	2.8
CCNC(=O)[C@H]1[C@H](CO)[C@H]2Cn3c(ccc(-c4ccncc4)c3=O)[C@H]2N1Cc1ccccc1	-3	/	-0.2	-13	-4	-2	-4	-0.2
O=C(Cc1cccs1)Nc1ccc(F)c(S(=O)(=O)N2CCOCC2)c1	-4	-4	0.1	-14	-3	1	-1	/
Cc1ccc(S(=O)(=O)N(C)CC(=O)Nc2ccc3c(c2)OCO3)cc1	-3	2	0.2	5	-3	0	-4	0.5
CCC(C)(C)C1CCC2(CC1)NC(=O)N(CC(=O)N1CCN(C(=O)c3ccco3)CC1)C2=O (stereo not given)	-10	4	0.0	-3	3	-18	-21	?
COc1ccc(NC(=O)Nc2nnc(Cc3ccccc3)s2)cc1	2	-3	0.3	-10	14	-8	-13	0.3
O=C(NCC(O)c1ccccc1)c1cccs1 (stereo not given)	39	-5	0.1	-9	-73	-1	3	0.1
C[C@@H]1CN([C@H](C)CO)C(=O)c2cc(-c3cccc(F)c3)cnc2O[C@@H]1CN(C)Cc1ccncc1	-1	/	-0.8	-16	-11	4	2	-0.2
CCOC(=O)C(=CNc1cc(C)nn1C(C)(C)C)C(=O)OCC	2	7	/	13	/	/	/	-2.6
Cc1cccc([C@H]2[C@@H]3C=CCC[C@@H]3C(=O)N2Cc2ccccc2)c1	1	/	0.1	-7	-9	1	-18	/
C=CCNC(=O)NC(=O)CSc1nnc(C(F)(F)F)n1C	-7	0	0.2	4	-21	-1	-11	/
COc1ccccc1N1CCN(C(=O)CN2C(=O)c3ccccc3S2(=O)=O)CC1	-13	-1	0.0	-7	-13	13	-2	-0.6
Cn1c(=O)c(C(=O)NNC(=O)c2ccccc2F)c(O)c2ccccc21	/	-4	0.2	2	6	-1	-2	0.3
CCOC(=O)C(Cc1ccc(Cl)cc1Cl)c1ccno1 (stereo not given)	/	6	-0.1	/	9	-4	21	-0.6
CN(C)C(=S)Oc1ccccc1-c1ccccc1OC(=S)N(C)C	/	5	0.0	-1	0	-6	-43	/
CC(=O)c1c(N2CCOCC2)nc2ccc(Br)cc2c1-c1ccccc1	-4	2	0.0	-5	-9	-4	-27	/
CC(C)Cn1c(-c2csc(C(C)C)c2)n[nH]c1=S	/	-13	0.0	-9	-5	5	-4	/
COc1ccc(NC(=O)CN(C)C(=O)CSc2ccc(Br)cc2)cc1	-7	5	-0.1	-1	-1	-2	-29	/
COc1ccc(/C=C2\OC(=S)N(C)C2=O)cc1	4	/	/	4	1	-6	4	/
Cc1ccc(NC(=O)CCN2C(=O)c3ccccc3C2=O)cc1	-9	1	0.0	-3	1	-4	-7	/
CCOc1ccccc1N(C(=O)Nc1ccc(Cl)cc1)C1=NC(C)CS1 (stereo not given)	/	-8	0.0	/	2	1	-7	/
Cc1nnc(NC(=O)CSC2CCCCC2)s1	4	-1	0.1	2	2	4	-5	1.4
SMILES	esBAF inh	FN deposit inh	Xi reactivation	RAD54 branch	EWS-Fli inh	S100A4 MyoIIA	RAD52 anneal inh	E-sel inducer
CCn1c(C)nc2cc(C(=O)NN=Cc3ccccc3OC(F)F)ccc21	79*	-5	-0.1	2	-122	-7	-8	-0.2
O=C(Cn1cc(COc2ccc3ccc(=O)oc3c2)nn1)c1ccc(O)cc1	-7	10	0.0	-3	5	-3	-30	-0.1
C[C@H](CO)N1C[C@H](C)[C@@H](CN(C)C(=O)Cc2ccccc2)OCCCC[C@H](C)Oc2ccc(NC(=O)CCCN(C)C)cc2C1=O	-3	/	-0.6	2	-2	5	-12	-0.2
CCc1nc(SCc2ccc(OC)cc2)n[nH]1	33	-7	0.2	-5	-64	-2	-8	/
CC1(c2nnc(-c3ccc(Cl)cc3)o2)CC(c2ccc(Cl)cc2)=NO1 (stereo not given)	-6	7	0.3	4	-5	-2	0	0.0
CCC(=O)N[C@H]1C=C[C@@H](CC(=O)NCC2CC2)O[C@H]1CO	/	4	0.2	/	-1	-1	-3	0.2
COc1ccc2c3c(n(C)c2c1)[C@@H](CO)N(C(=O)C1CCC1)CC31CN(C(=O)CN(C)C)C1	/	/	0.4	/	-6	-19	-4	-0.5
CC(=O)c1c(N2CCN(C(=O)c3ccco3)CC2)nc(=S)n(-c2ccccc2)c1C	-6	/	/	5	2	-6	-9	/
C[C@H](CO)N1C[C@H](C)[C@@H](CN(C)C(=O)C2CCC2)Oc2ncc(C#CC3(O)CCCC3)cc2C1=O	0	/	0.1	1	15	5	2	1.2
COc1ccc(S(=O)(=O)Nc2cccc3c2O[C@@H](CN(C)CC2CCCCC2)[C@@H](C)CN([C@@H](C)CO)C3=O)cc1	-5	-2	0.2	-5	-2	2	5	-0.1
Cc1ccccc1OCCSc1nc2ncnc(N)c2[nH]1	8	4	0.0	6	9	0	10	-0.1
CCOc1ccc(/C(O)=C2\C(=O)C(=O)N(c3ccc(OC)cc3)C2c2ccccc2[N+](=O)[O-])cc1 (stereo not given)	/	5	-0.1	-12	-25	-2	-16	0.5
COC(=O)c1c(NC(=O)C2CC2)sc(C(=O)Nc2ccccc2)c1C	/	5	-0.5	/	-46	-4	-11	2.8
C[C@H](CO)N1C[C@H](C)[C@@H](CN(C)C(=O)Nc2ccc(F)cc2)Oc2c(NC(=O)Nc3ccc(F)cc3)cccc2C1=O	/	3	0.3	/	-5	-4	14	0.2
Cc1ccc(N2C(=O)N(CC(=O)Nc3c(C)cc(C)cc3Cl)C(=O)C2C)cc1 (stereo not given)	/	11	0.0	/	4	-4	9	0.2
CC1C(=O)N(Cc2cn(CCC3OCCCO3)nn2)CCS(=O)(=O)N1Cc1ccc(-c2ccc(Cl)c(Cl)c2)cc1 (stereo not given)	-19	7	0.3	-4	6	-6	-5	/
C[C@H]1COC(=O)[C@H](Cc2ccc(F)cc2)C/C=C\C[C@@H](CC(=O)N(CCO)Cc2ccccc2)C(=O)N1	1	-7	0.1	-1	-11	10	-9	0.0
NS(=O)(=O)c1ccc(NC(=O)CSc2ncn[nH]2)cc1	/	1	0.0	/	-1	-1	-15	/

Compound activity (PubChem BioAssay)
